Screens as filed in PubChem BioAssay.
FBPA Giardia inh: inhibitors of Giardia lamblia fructose-1,6-bisphosphate aldolase; Potency, µM (highest dose often 59.6 µM), inactives show at the top dose activity, negative = inhibition, most hits filed as inhibitors; A8B2U2; purified Giardia FBPA; 290,000 compounds, 0.71% hits; further: potency means the concentration at half of the fitted maximal effect; nearly all actives have a fitted effect of over 55% in size
Target sequence (A8B2U2 whole entry, looked up): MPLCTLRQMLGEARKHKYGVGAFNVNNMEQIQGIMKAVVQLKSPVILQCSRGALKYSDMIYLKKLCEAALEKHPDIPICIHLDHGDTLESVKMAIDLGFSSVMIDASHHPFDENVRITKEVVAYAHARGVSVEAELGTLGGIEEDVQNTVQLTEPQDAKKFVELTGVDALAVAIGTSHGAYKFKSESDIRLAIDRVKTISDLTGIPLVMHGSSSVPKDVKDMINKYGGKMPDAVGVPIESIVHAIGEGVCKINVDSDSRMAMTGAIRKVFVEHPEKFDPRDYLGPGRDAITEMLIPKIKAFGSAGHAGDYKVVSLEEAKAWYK
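Giardia FBPA (40 nM reagent) was preincubated 10 min at RT with compound (up to 57.5 uM final), then substrate plus GAPDH/TPI/NAD/arsenate coupling system with diaphorase/resazurin was added; resorufin fluorescence (525/598 nm) was read after 20 min.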
HCV inh: blocks hepatitis C virus. Potency, µM (highest dose often 41.8 µM), for inactives: top-dose activity change, negative = inhibition, usual class: inhibitors. 340,000 compounds, 3.4% hits. AID 651820. Huh7.5.1 HCVcc-Cre infection, luciferase reporter, 44 h; further: potency means the concentration at half of the fitted maximal effect
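Cells (1,000/well) were plated 4 h before compound, then infected with HCVcc-Cre virus (~0.5 moi). After 44 h further culture, infection was read as luciferase luminescence following a 15 min substrate incubation at room temperature.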
HCMV antiviral: human cytomegalovirus inhibition | 410,000 compounds, 4.5% hits | HFF cells, HCMV-luciferase reporter, 72 h; active compounds read low | AID 1259415 | activity change, negative = inhibition, % at 57.5 µM; in the data active means activity change below about -60%; inconclusive means no clear call, values can overlap the other calls; inactive means above about -39%
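Luciferase read-out from HCMV-luciferase-infected HFFs (MOI 1 PFU/cell) 72 h post infection at 37C; compounds added after 16 h cell attachment; activity normalized between buffer-only basal and Salinomycin (10uM) inhibitor controls.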
Sm TGR block: inhibitors of Schistosoma mansoni thioredoxin glutathione reductase; purified TGR, DTNB reduction, TNB absorbance 405 nm; Potency, µM (top dose mostly 114 µM), without a hit: at the highest dose activity change, negative = inhibition, hits mostly inhibitors; 360,000 compounds, 3% hits; AID 485364; further: potency means the concentration at half of the fitted maximal effect; nearly all actives have a fitted effect of over 60% in size
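Kinetic colorimetric format: TGR-catalysed, NADPH-driven DTNB reduction monitored via TNB absorbance. Enzyme dispensed at 20 nM; compound exposure 15 min at room temperature before reaction start.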
AmpC detergent: AmpC beta-lactamase inhibition with detergent present. P00811. AmpC hydrolysis of nitrocefin, absorbance 480 nm, 0.01% Triton. Potency, µM (doses to about 114 µM), inactives show top-dose activity change, negative = inhibition, most hits filed as inhibitors. 370,000 compounds, 0.041% hits;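 further: potency means the concentration at half of the fitted maximal effect; 0% = no-compound wells and -100% = no-enzyme wells; nearly all actives have a fitted effect of over 25% in size; some results filed as inactive show a strong effect at the top dose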
Target sequence (P00811 whole entry, looked up): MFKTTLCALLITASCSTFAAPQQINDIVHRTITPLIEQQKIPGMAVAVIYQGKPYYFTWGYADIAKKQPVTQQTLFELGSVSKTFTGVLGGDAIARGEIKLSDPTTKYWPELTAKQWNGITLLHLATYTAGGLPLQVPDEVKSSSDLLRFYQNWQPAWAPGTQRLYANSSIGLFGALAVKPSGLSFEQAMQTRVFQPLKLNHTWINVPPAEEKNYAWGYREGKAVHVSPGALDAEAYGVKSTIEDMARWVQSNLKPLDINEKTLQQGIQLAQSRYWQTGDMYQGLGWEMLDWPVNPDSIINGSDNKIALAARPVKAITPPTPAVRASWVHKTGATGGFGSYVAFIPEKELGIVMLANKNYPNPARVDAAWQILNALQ
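20 mM phosphate pH 7.0 + 0.01% (detergent screen) or 0.0001% Triton X-100; 5.3 nM AmpC reagent; cpd preinc 15 min RT; nitrocefin (800 uM stock) to start; A480 q20 s × 4 min; Activity was normalised to no-enzyme and no-compound control wells.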
AmpC no deterg: inhibitors of E. coli AmpC beta-lactamase without detergent; P00811; AmpC nitrocefin hydrolysis, absorbance 480 nm, 0.0001% Triton; Potency, µM (highest dose often 57.1 µM), for the others: at the highest dose activity change, negative = inhibition, hits mostly inhibitors; 330,000 compounds, 0.52% hits; AID 485341;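 further: potency means the concentration at half of the fitted maximal effect; plate controls were no compound for no effect and no enzyme for full effect; nearly all actives have a fitted effect of over 20% in size; some results filed as inactive show a strong effect at the top dose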
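20 mM phosphate pH 7.0 + 0.01% (detergent screen) or 0.0001% Triton X-100; 5.3 nM AmpC reagent; cpd preinc 15 min RT; nitrocefin (800 uM stock) to start; A480 q20 s × 4 min; Activity was normalised to no-enzyme and no-compound control wells.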
* hit, by the source's call; ? = inconclusive; . = not tested or not shown; & = joins results of further samples; [ ] = another dose, or the depositor's remark. Unless noted, the call rests on the fitted dose curve; in most records, active means well fitted curve in the direction sought with a large enough effect; inconclusive means small, poorly fitted or top-dose-only effect, or another doubt; inactive means no such curve, though single readings can be large; an effect the other way counts as inactive or inconclusive. Unless noted, on the % scale 0 is the no-effect control and ±100 the full control effect. Compounds as they come; about 9.9% have a hit in one of these screens.

SMILES | FBPA Giardia inh | HCV inh | HCMV antiviral | Sm TGR block | AmpC detergent | AmpC no deterg
COc1ccccc1N1CC(C)(C)C(=O)N(C(=O)c2ccc(Cl)cc2)C1=S | -2% | -4% | -28 | -5% | -3% | 33%
CCc1ccc(NC(=O)C2CCN(S(=O)(=O)c3c(C)noc3/C=C/c3cccs3)CC2)cc1 | . | . | 12 | 6% | 1% | .
CCCc1[nH]nc2c1C(C1CCCCC1)C(C#N)=C(N)O2 (configuration not stated) | 8% | -7% | ? | -8% | ? | -42%
O=C(Nc1ccc(Cl)c(C(F)(F)F)c1)N1CCCC(O)C1 (configuration not stated) | 2% | -6% | 8 | -3% | 0% | -11%
O=C(CSc1cn(CC(=O)N2CCOCC2)c2ccccc12)Nc1ccccc1C(F)(F)F | . | . | 11 | 7% | 16% | .
CC(C)Sc1nc(SCC(=O)O)c2c3c(sc2n1)COC(C)(C)C3 | 8% | 1% | 0 | -1% | 10% | -43%
CC(=O)N1CCc2c(sc3c2c(=O)n(CCc2ccccc2)c(=O)n3Cc2ccc(Cl)cc2)C1 | . | . | -106* | -4% | 17% | .
CC(=O)Nc1ccc(NC(=O)N2CCCCC2)cc1 | 1% | 1% | 51 | -2% | -3% | -17%
COc1ccc(C(=O)NCC(=O)OCC(=O)NC2CCCCCC2)cc1OC | . | 16% | 14 | . | . | -7%
CCn1c(=O)c([N+](=O)[O-])c(NCCCn2ccnc2)c2ccccc21 | 5% | 5% | -65* | -1% | 1% | -12%
CCOC(=O)C1CCN(c2ccc([N+](=O)[O-])cc2S(=O)(=O)N2CCOCC2)CC1 | 6% | 2% | -21 | -10% | 4% | 63%[activator]
CCN(CC)S(=O)(=O)c1cc(C)ccc1NC(=S)Nc1cccnc1 | -16% | 11µM* | -69* | 22µM* | -11% | -44%
COc1ccccc1C(=O)NCCOc1ccc(C)c(C)c1 | 21% | 2% | 7 | 1% | 6% | 5%
CCCC(=O)N(c1ccc(C(=O)O)cc1)c1nc(-c2ccccc2)c(C)s1 | 17% | 14% | 21 | 11% | 1% | -24%
COc1ccc(NC(=O)CN2C(=O)c3ccccc3Sc3ccc(C(=O)N4CCOCC4)cc32)c(OC)c1 | ? | -9% | 1&-25 | -2%&-2% | -1%&1% | 128%[activator]
O=C(COC(=O)/C=C/c1ccc(F)cc1)Nc1cccc(S(=O)(=O)N2CCCC2)c1 | -4% | -13% | 15 | 1% | 2% | -55%
O=C(CCn1c(=O)c2sccc2n(Cc2cccc(F)c2)c1=O)NCc1ccc2c(c1)OCO2 | . | . | -28 | 1% | 16% | .
COc1ccccc1NS(=O)(=O)c1cc(NC(=O)c2ccccc2[N+](=O)[O-])ccc1N1CCOCC1 | . | ? | -24 | . | . | -20%
Cc1ccc(N2CC(C(=O)N3CCCCC3)CC2=O)cc1C (configuration not stated) | . | 3% | -61* | 0% | ? | 0%
CN1C(=O)Cc2cc(S(=O)(=O)CCC(=O)Nc3ccc(OC(F)(F)F)cc3)ccc21 | . | . | -21 | -9% | 2% | .
COc1ccc(-c2nnn(CC(=O)OC3CCCCC3)n2)cc1OC | -5% | 12% | 32 | 0% | ? | 39%
Cc1ccc(NC(=O)N2CCCC(c3nc(-c4ccc(F)cc4)no3)C2)cc1 (configuration not stated) | -3% | -16% | 3 | 3% | ? | -4%
O=C(c1ccc([N+](=O)[O-])cc1)N(Cc1cccs1)C1CCS(=O)(=O)C1 (configuration not stated) | -9% | -1% | -32 | 3% | ? | -4%
CCNC(=O)c1sccc1-n1cccc1 | 1% | 8% | 15 | -4% | -1% | 4%
CCC(CC)COC(=O)C1=C(C)NC(=O)NC1c1ccccc1Br (configuration not stated) | 7% | 6% | ? | 4% | ? | -27%

Retrieved by structure from above, 3 records:
SMILES | FBPA Giardia inh | HCV inh | HCMV antiviral | Sm TGR block | AmpC detergent | AmpC no deterg
CCOC(=O)C1CCN(c2ccc([N+](=O)[O-])cc2S(=O)(=O)N2CCOCC2)CC1 | 6% | 2% | -21 | -10% | 4% | 63%[activator]
COc1ccccc1N1CC(C)(C)C(=O)N(C(=O)c2ccc(Cl)cc2)C1=S | -2% | -4% | -28 | -5% | -3% | 33%
CC(=O)Nc1ccc(NC(=O)N2CCCCC2)cc1 | 1% | 1% | 51 | -2% | -3% | -17%

(further entries)
SMILES | FBPA Giardia inh | HCV inh | HCMV antiviral | Sm TGR block | AmpC detergent | AmpC no deterg
Cc1ccc(C)c(N2CCN(C(=O)C3CCCN(S(=O)(=O)c4cccc5nonc45)C3)CC2)c1 (configuration not stated) | . | . | -6 | 1% | -7% | .
COc1ccc(-c2nc3nc(C)cc(Nc4cccc(C(F)(F)F)c4)n3n2)cc1 | . | . | -32 | 4% | -2% | -13%
CCn1c(=O)c2cc(C(=O)N(CC(C)C)CC(C)C)sc2c2ccccc21 | . | . | -8 | 10% | -6% | .
CCN(/C=N/c1sc2c(c1C#N)CC(C)(C)NC2(C)C)CC | 3% | -23% | 20 | 5% | 2% | -12%
O=C(COC(=O)c1ccccn1)Nc1cccnc1Cl | . | 12% | -34 | 0% | -11% | -22%
O=C(Nc1ccc2c(c1)OCCO2)C1CCN(C(=O)c2ccc([N+](=O)[O-])cc2)CC1 | 1% | -16% | -16 | . | 0% | 28%
COc1nc(N)nc(NC23CC4CC(CC(C4)C2)C3)n1 | 2% | 11% | -4 | 0% | ? | -21%
Cc1ccccc1Cn1cnc2c(nnn2Cc2ccc(F)cc2)c1=O | 0% | 1% | 2 | 20% | -2% | -13%
CC(=O)c1cccc(NC(=O)C(C)OC(=O)Cc2c[nH]c3ccccc23)c1 (configuration not stated) | . | -12%[8.37 µM] | 29 | 2% | ? | -28%
CCCC(c1nnnn1C(C)(C)CC)N(Cc1ccco1)Cc1cc2ccc(OC)cc2[nH]c1=O (configuration not stated) | -20% | ? | -14 | ? | -6% | 44%
Cc1ccc(Cl)cc1-n1c(=O)cc(N2CCN(C(=O)c3ccco3)CC2)[nH]c1=O | -4% | 2% | 3 | ? | 2% | -14%
COC(=O)c1c(C)cc(O)cc1O | -12% | 11% | 27 | . | . | .
CCCCOC(=O)c1ccc(S(N)(=O)=O)o1 | 0% | 7% | -10 | -1% | 3% | -2%
CC(C)NC(=O)c1nn(C)c2c1CS(=O)(=O)c1ccccc1-2 | . | . | 2 | 4% | 14% | .
Cc1cccc(N(C(=O)c2ccc(CN3CCOCC3)o2)C(C(=O)NC(C)(C)C)c2ccc(F)cc2)c1 (configuration not stated) | 3% | -9% | -7 | -16% | ? | 50%
O=C1C=C(c2ccc3c(c2)OCCO3)C[C@@H](c2ccc(F)cc2)C1 | . | 2% | 24 | 4% | -1% | 11%
COc1ccc(OC)c(/C=N/NC(=O)C(=O)N2CCCC2)c1 | -2% | 13% | 5 | 3% | 8% | -16%
CCOC(=O)C(c1ccccc1)C(Nc1ccc(Cl)c(Cl)c1)c1ccccn1 (configuration not stated) | 0% | -4% | -15 | 2% | 6% | 10%
COCCn1c(SCC(=O)NC2CCCC2)nnc1-c1ccco1 | 1% | 9% | 68 | 5% | 1% | -12%
O=S(=O)(Nc1ccc(-c2ccc(N3CCCC3)nn2)cc1)c1cccc(C(F)(F)F)c1 | . | . | -1 | -10% | 2% | .
Cc1ccc(S(=O)(=O)n2nc(OC(=O)c3ccccc3F)cc2N)cc1 | 1% | 17% | -25 | 16µM* | ? | -46%
COc1ccc(NC(=O)CCN2CCCCCC2)cc1 | -21% | 12% | 52 | -12% | -9% | 21%
CCOC(=O)c1ccc(NC(=O)CCC(=O)NCc2ccco2)cc1 | 10% | -18% | 28 | 3% | 0% | -7%
Cc1oc2c(c(C)cc3oc(=O)c(CC(=O)N[C@@H](C)C(=O)O)c(C)c32)c1C | -6% | 10% | ? | -31% | -6% | -13%
COC(=O)Cn1c(CN2CCC(Cc3ccccc3)CC2)nc2c1c(=O)n(C)c(=O)n2C | -8% | 10% | 26 | -30% | 2% | 200%[activator]
Going on with the list:
SMILES | FBPA Giardia inh | HCV inh | HCMV antiviral | Sm TGR block | AmpC detergent | AmpC no deterg
Cc1nn(-c2ccccc2)c(C)c1C(=O)OCC(=O)N1CCN(S(=O)(=O)c2ccccc2)CC1 | 9% | 7% | 0 | 1% | -14% | 19%
Cc1ncc(CO)c(/C=N/NC(=O)c2ccc(Br)cc2)c1O | -21% | 9% | . | -12% | -21% | -41%
COc1ccc2c(c1)C(NC(C)=O)C(=O)N2C (configuration not stated) | -6% | -4% | -12 | 2% | -11% | -22%
CCS(=O)(=O)Nc1ccc(C(=O)OC)cc1 | 2% | 4% | 7 | 6% | -10% | -9%
COC(=O)c1ccccc1NC(=O)c1sc(N)nc1C | 3% | -14% | -101* | 3% | -14% | 19%
Cc1cc(S(=O)(=O)N2CCCC(C(=O)Nc3ccc(C(=O)O)cc3)C2)ccc1Cl (configuration not stated) | 9% | 4% | -35 | . | 7% | -19%
O=C(CSc1nc2c(c(=O)[nH]1)CCC2)Nc1cc(C(F)(F)F)ccc1Cl | . | . | 3 | 0% | 0% | .
CN(C)CCCNC(=O)c1cc(Br)ccc1Cl | 5% | 7% | 8 | 0% | -8% | -16%
Cc1ccccc1C(=O)NCC(=O)OCC(=O)NC(C)C1CC2CCC1C2 (configuration not stated) | . | 2% | -12 | 5% | ? | 48%
O=C(CC(c1ccccc1)c1ccccc1O)N1CCCCC1 (configuration not stated) | 0% | 0% | -82* | 0% | -8% | -9%
COC(=O)c1cccc(NC(=O)CC2C(=O)NCCN2C(=O)Nc2cc(C)cc(C)c2)c1 (configuration not stated) | . | 7% | 73 | ? | 5% | 201%[activator]
C/C(=N/NC(=O)c1ccc(Cl)cc1Cl)c1cccnc1 | 5% | 9% | . | 9% | 2% | -10%
CC1=NN(c2ccc(C(=O)OC(C)C)cc2)C(=O)/C1=C\C=C\c1ccco1 | -1% | ? | 5 | ? | 1% | -39%
Cc1ccc(-c2nnc(SCC(=O)Nc3nccs3)n2N)cc1 | -1% | 8% | 28 | 0% | 2% | -16%
CCc1ccc(OCC(=O)NNC(=O)c2cc(S(=O)(=O)N(C)C)ccc2N2CCCC2)cc1 | . | 2% | -4 | 0% | ? | -18%
O=C(c1cc(COc2c(F)cccc2F)on1)N1CCN(C2CCCCC2)CC1 | . | 22% | -24 | -14% | 8% | 110%[activator]
CN(C)CCCOC(=O)c1ccccc1 | -2% | 14% | 13 | -1% | ? | -3%
CN(C(=O)c1ccccn1)c1nnc(-c2ccccn2)s1 | 1% | -9% | -26 | 10% | 3% | -4%
Cc1ccc(CNC(=O)c2cc3c(-c4ccc(Cl)cc4)nn(C)c3s2)o1 | -2% | ? | 58 | ? | ? | -32%
Cc1cc(C)n(CCN(C)C(=O)C2CCC(=O)N(CCN3CCOCC3)C2)n1 (configuration not stated) | . | 21% | 50 | -3% | -1% | -8%

Some of the entries so far, in markdown:
| Structure | FBPA Giardia inh | HCV inh | HCMV antiviral | Sm TGR block | AmpC detergent | AmpC no deterg |
| --- | --- | --- | --- | --- | --- | --- |
| COC(=O)c1cccc(NC(=O)CC2C(=O)NCCN2C(=O)Nc2cc(C)cc(C)c2)c1 (configuration not stated) | . | 7% | 73 | ? | 5% | 201%[activator] |
| C/C(=N/NC(=O)c1ccc(Cl)cc1Cl)c1cccnc1 | 5% | 9% | . | 9% | 2% | -10% |
